Screens as filed in PubChem.
Abeta yeast res: qHTS for compounds that reverse cellular toxicity of Amyloid beta (A-beta) peptide in yeast: Primary Screen; 0.063% of 410,000 active; yeast expressing A-beta42, growth rescue, OD600, 48 h; response scale: 0% DMSO, 100% iron-clioquinol control; Potency, µM (titrated, usually from 46.1 µM), for the others: at the highest dose growth rescue, most hits filed as activators; AID 1347071, 2019; also: potency is read from the fitted curve at half-maximal effect; nearly all actives have a fitted effect of over 55% in size
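Growth rescue measured by 600 nm absorbance after 48 h yeast culture at 30 C with compound. Values normalized between DMSO and an equimolar ferric chloride plus clioquinol control.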
aSyn yeast inh: qHTS of alpha-syn Inhibitors | AID 652106, 2013 | Potency, µM (highest dose often 46.1 µM), inactives show at the top dose growth rescue (activation), usual class: activators | 0.14% of 370,000 active | Yeast expressing alpha-synuclein, growth rescue, BacTiter-Glo, 24 h; also: potency is read from the fitted curve at half-maximal effect; % of control where 0% means no effect; nearly all actives have a fitted effect of over 65% in size
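Rescue of yeast growth: cells expressing toxic alpha-synuclein, induced in galactose at OD600 0.02, incubated with compound 24 h at 30 C. ATP luminescence quantified growth; inhibitors of toxicity appear as activators.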
TDP43 rescue: qHTS of TDP-43 Inhibitors | TDP-43 expressing yeast growth rescue, BacTiter-Glo, 24 h | Potency, µM (series often up to 46.1 µM), for inactives: at the top dose growth rescue (activation), most hits filed as activators | 1.8% of 410,000 active | AID 652104, 2013; also: potency is read from the fitted curve at half-maximal effect; % of control where 0% means no effect; nearly all actives have a fitted effect of over 50% in size
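Growth rescue of TDP-43-toxic yeast measured as ATP luminescence (BacTiter-Glo). Cells grown to mid-log in raffinose, induced in galactose at OD600=0.02, exposed to compound 24 hr at 30 deg C.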
D3 antag: qHTS of D3 Dopamine Receptor Antagonist: qHTS; D(3) dopamine receptor (Homo sapiens), P35462; D3R cells, DiscoveRx beta-arrestin luminescence, antagonist mode; active compounds read low; max response, negative = inhibition, %; 2.5% of 360,000 active; AID 652054, 2013; in the data active = max response below about -50%; inconclusive = no clear call, values can overlap the other calls; also: % is scaled to controls: 0 for no effect and ±100 for the full control effect; mostly tested at two doses, the higher about 12 µM
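Cells expressing the human receptor were seeded at 1500 cells/well, incubated overnight at 37 degrees C in 5% CO2, then exposed to library compounds with dopamine controls for 90 minutes at 37 degrees C before luminescent detection.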
EPAC2 agonist: qHTS for Agonist of cAMP-regulated guanine nucleotide exchange factor 4 (EPAC2): primary screen. Rap guanine nucleotide exchange factor 4 (Homo sapiens), Q8WZA2. EPAC2 activation, biochemical qHTS; response scale: 100% = 6.5 mM cAMP response. Potency, µM (highest dose often 154 µM), inactives show at the top dose activation, actives largely listed as activators. 0.079% of 360,000 active. AID 720711, 2013; also: potency is read from the fitted curve at half-maximal effect; nearly all actives have a fitted effect of over 50% in size
Target sequence (Q8WZA2 whole entry, looked up): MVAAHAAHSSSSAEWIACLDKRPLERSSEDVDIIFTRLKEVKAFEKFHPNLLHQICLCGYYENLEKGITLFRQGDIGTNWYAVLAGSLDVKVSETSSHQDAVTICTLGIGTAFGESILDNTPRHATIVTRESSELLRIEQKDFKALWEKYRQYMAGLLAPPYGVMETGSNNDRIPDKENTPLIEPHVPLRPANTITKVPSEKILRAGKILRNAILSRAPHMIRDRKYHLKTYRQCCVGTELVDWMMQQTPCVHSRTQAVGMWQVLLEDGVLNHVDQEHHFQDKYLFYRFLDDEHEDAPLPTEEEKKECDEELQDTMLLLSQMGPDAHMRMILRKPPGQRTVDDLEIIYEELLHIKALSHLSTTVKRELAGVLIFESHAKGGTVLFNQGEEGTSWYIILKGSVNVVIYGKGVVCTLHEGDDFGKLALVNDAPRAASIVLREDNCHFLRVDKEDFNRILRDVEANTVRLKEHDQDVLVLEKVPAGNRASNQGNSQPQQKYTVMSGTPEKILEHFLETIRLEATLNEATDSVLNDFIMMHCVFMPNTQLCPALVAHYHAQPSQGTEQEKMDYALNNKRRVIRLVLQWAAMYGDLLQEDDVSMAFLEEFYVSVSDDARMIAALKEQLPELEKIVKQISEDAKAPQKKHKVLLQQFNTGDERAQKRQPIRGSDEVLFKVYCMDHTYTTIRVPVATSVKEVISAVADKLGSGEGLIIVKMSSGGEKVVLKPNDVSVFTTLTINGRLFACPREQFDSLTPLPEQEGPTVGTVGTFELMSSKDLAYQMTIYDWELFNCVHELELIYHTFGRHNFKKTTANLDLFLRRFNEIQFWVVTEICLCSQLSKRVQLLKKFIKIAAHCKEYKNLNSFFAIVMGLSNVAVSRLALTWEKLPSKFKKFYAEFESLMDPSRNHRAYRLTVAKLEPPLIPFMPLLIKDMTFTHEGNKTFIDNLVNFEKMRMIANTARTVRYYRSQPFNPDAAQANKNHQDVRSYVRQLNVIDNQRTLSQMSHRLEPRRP
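Readout is BODIPY fluorescence (480 nm excitation, 540 nm emission), which falls as labeled GDP is exchanged off Rap1B. EPAC2 at 100 nM acted on 250 nM RAP1B-BODIPY-GDP with 50 uM GDP present.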
FUS yeast rescue: qHTS for Suppressors of FUS Proteinopathy: Primary screen using FUS-linked yeast assay. S. cerevisiae FUS-expressing, growth rescue, OD600, 24 h. Potency, µM (highest dose often 76.6 µM), inactives show top-dose growth rescue (activation), most hits filed as activators. 0.24% of 390,000 active. AID 1347120, 2019;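 also: potency is read from the fitted curve at half-maximal effect; plate controls were DMSO vehicle for no effect and reference control for full effect; nearly all actives have a fitted effect of over 55% in size; some results filed as inactive show a strong effect at the top dose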
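Yeast FUS proteinopathy model; galactose-induced FUS (2%), starting OD 0.005. Cpds in dilution series, 24hr, 30C, 99% humidity. Abs 600 nm growth. Pos ctrl CP55940 (top 92uM final); neg ctrl DMSO.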
D3 ag: qHTS of D3 Dopamine Receptor Agonist: qHTS; D(3) dopamine receptor (Homo sapiens), P35462; D3R DiscoveRx beta-arrestin cells, luminescence, 90 min; max activation, %; 0.58% of 410,000 active; AID 652048, 2013; in the data active = max activation above about 30%; also: 0% is about no effect; mostly tested at two doses, the higher about 12 µM
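Agonist mode: compounds and dopamine controls were applied to plated cells for 90 min at 37 degrees C after an overnight attachment at 1500 cells/well. Luminescent read-out followed 30 - 60 minutes at room temperature with DiscoveRx detection reagent.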
EPAC2 antagonist: qHTS for Antagonist of cAMP-regulated guanine nucleotide exchange factor 2 (EPAC2): primary screen | 0.18% of 360,000 active | Potency, µM (doses to about 114 µM), for the others: at the highest dose activity, negative = inhibition, usual class: inhibitors | EPAC2 GEF exchange of Rap1B-BODIPY-GDP, fluorescence | Rap guanine nucleotide exchange factor 4 (Homo sapiens), Q8WZA2; also: potency is read from the fitted curve at half-maximal effect; % is scaled to controls: 0 for no effect and ±100 for the full control effect; nearly all actives have a fitted effect of over 45% in size; many of its hits are not listed in these tables
* = called active by the depositor; ? = inconclusive; / = not tested or not shown; & = joins results of further samples; [ ] = dose if it differs, or a comment. Unless noted, calls follow the shape of the dose curve; as a rule, active = well fitted curve in the direction sought with a large enough effect; inconclusive = small, poorly fitted or top-dose-only effect, or another doubt; inactive = no such curve, though single readings can be large; an effect the other way counts as inactive or inconclusive. The list is partial (hit frequency here may not be typical).

SMILES	Abeta yeast res	aSyn yeast inh	TDP43 rescue	D3 antag	EPAC2 agonist	FUS yeast rescue	D3 ag	EPAC2 antagonist
c1ccc(-c2cnn3nnnc3n2)cc1	4%	-1%	18%	21	-6%	-1%	-1	7%
Cn1cccc1/C=N/NC(=O)c1ccc[n+]([O-])c1	0%	-2%	13%	-11	7%	-31%	-3	1%
CC(C)CCN1CCC(Cc2ccccc2)(NC(=O)c2ccccc2)C1=O (stereo unspecified)	3%	2%	26%	6	4%	1%	7	0%
O=C(N/C(=C/c1cccc([N+](=O)[O-])c1)C(=O)N1CCCCC1)c1ccco1	5%	-1%	-3%	1	-1%	7%	0	10%
CCCCOc1ccc(C(=O)NC(=S)Nc2ccc(CN3CCOCC3)cc2)cc1	2%	14%	-28%	0	-9%	/	8	-1%
Cc1csc(NC(=O)c2ccc(N3CCCC3=O)cc2)n1	-25%	-12%	-11%	1	7%	-2%	0	1%
Cc1nc(SCN2C(=O)c3ccccc3C2=O)n[nH]1	14%	1%	-2%	13	-1%	5%	7	3%
CCOc1nc(NCCO)nc(NCCC2=CCCCC2)n1	15%	-1%	2%	31	0%	-2%	9	0%
CCCNC(=O)c1cc(S(=O)(=O)N2CCCCC2)ccc1N1CCOCC1	8%	-8%	10%	-10	14%	2%	2	4%
CC(=O)N1CCN(Cc2cc(=O)oc3cc(C)ccc23)CC1	1%	?	0%	10	3%	-17%	6	8%
Cc1ccc(CC(=O)c2ccc(Cl)cc2)cc1	6%	11%	11%	2	7%	-3%	-3	2%
Cc1nc2ccc(NC(=O)c3cc([N+](=O)[O-])cc([N+](=O)[O-])c3Cl)cc2s1	-10%	-29%	?	-68*	4%	/	11	-4%
CC(=O)Nc1cccc(C(=O)/C=C/c2ccc(C)cc2)c1	-6%	2%	23%	-19	-5%	4%	-2	3%
O=C(CSc1nc2ccccc2o1)N/N=C/c1ccccc1C(=O)O	11%	10%	-6%	-6	0%	-9%	2	-4%
C[C@H]1COC(=O)CCCC/C=C\C[C@H](CC(=O)N(CCO)Cc2ccccc2)C(=O)N1	0%	0%	19%	27	4%	-18%	6	-11%
CN(C)CCO/N=C(\c1ccc(Br)cc1)c1cccnc1	-28%	9%	-18%	?	3%	2%	-35	4%
Cc1nnc2c(N(C)S(=O)(=O)c3ccccc3)nc3ccccc3n12	-1%	0%	-11%	8	1%	15%	-3	10%
COc1cc(C=O)ccc1OCCOCCOc1ccc(Cl)cc1	2%	8%	28%	22	3%	23%	5	?
CS(=O)(=O)N1CCC(C(=O)NNC(=O)Nc2ccc(F)c(Cl)c2)CC1	-1%	-11%	-17%	0	8%	/	-9	-5%
CCCCC(NC(=O)Cc1c(C)c2cc3c4c(oc3cc2oc1=O)CCCC4)C(=O)O (stereo unspecified)	-13%	3%	-7%	1	19%	?	2	-11%
CC(C)(C)NS(=O)(=O)c1ccc(CCC(=O)Nc2ccc3c(c2)OCCO3)cc1	2%	1%	3%	8	1%	/	-4	2%
CCNC(=O)C1(C)CCN1Cc1cc(-c2ccccc2)n(C)n1 (stereo unspecified)	0%	0%	3%	0	10%	-2%	-12	-6%
Cn1c(=O)c(C(=O)CN2CCCc3ccccc32)c(N)n(Cc2ccccc2)c1=O	0%	-7%	-18%	0	9%	?	-3	-1%
O=C(c1cc(=O)[nH]c2ccccc12)N1CCN(c2ccccc2)CC1	-3%	-9%	-12%	1	12%	-7%	3	3%
COC(=O)c1ccc(/C=C/c2ccc3cccc(OC)c3n2)cc1	-12%	-10%	-1%	4	17%	/	31*	0%
COc1ccccc1N1CCN(S(=O)(=O)CCNC(=O)CCCc2ccccc2)CC1	9%	4%	0%	7	5%	19%	9	-5%
O=C(Cc1ccccc1)NCCSCc1ccco1	-2%	0%	-9%	-15	9%	-9%	2	2%
CC1CCc2cc(F)ccc2N1S(=O)(=O)c1ccc(Cl)nc1 (stereo unspecified)	-1%	22%	9%	-2	4%	-9%	-1	0%
COC(=O)c1ccc(C(C(=O)NC2CCCCC2)N(C(=O)Cc2cccs2)C2CC2)cc1 (stereo unspecified)	19%	/	3%	16	-7%	-10%	-3	-2%
Cc1ccccc1/C=N/NC(=O)c1cccnc1	-9%	-3%	8%	3	4%	-19%	1	-19%
CCOC(=O)c1cnc2c(Cl)cc(Cl)cc2c1NCCCN1CCOCC1	-12%	-10%	6%	-27	0%	-13%	12	1%
COc1ccc(CCNC(=O)c2nnc(Cc3c(F)cccc3Cl)o2)cc1OC	-4%	-6%	29%	17	4%	16%	-5	13%
Nc1nc(COC(=O)C2CCN(C(=O)c3ccc(Cl)cc3)CC2)nc(Nc2ccccc2)n1	-22%	-9%	-7%	-14	12%	18%	3	-12%
Cc1cccc(NC(=O)c2nc[nH]c2C(=O)N2CCc3ccccc3C2)c1	9%	1%	2%	6	-5%	-4%	0	-7%
Cc1ccc(C)c(OCC(=O)Nc2c[nH]c(=O)[nH]c2=O)c1	1%	4%	16%	2	6%	-11%	2	16%
O=S(=O)(CCc1ccncc1)Cc1ccc2c3c(cccc13)CC2	-4%	10%	15%	21	7%	14%	4	1%
CCn1nc(C)c2c(-c3ccccc3)cc(=O)n(C(C)C(=O)NCc3cccc(OC)c3)c21 (stereo unspecified)	-7%	/	?	/	/	21%	-6	/
O=C(NCC(=O)N(c1ccccc1F)C(C(=O)NC1CCCC1)c1cccnc1)c1ccco1 (stereo unspecified)	-5%	-3%	-8%	-6	11%	5%	1	-4%
O=C(/C(=N/N=C/c1ccc(O)c(O)c1O)c1ccccc1)c1ccccc1	-79%[inhibitor]	16µM*	-92%[inhibitor]	3	10%	/	3	-14%
COc1ccc(OC)c(NC(=O)c2ccc(CN3CCOCC3)cc2)c1	9%	7%	-7%	0	?	-9%	-3	11%
CCC(=O)Nc1ccc(C(=O)CSc2nnc(CNc3ccc(Cl)cc3)o2)cc1OC	3%	-2%	-22%	15	0%	10%	2	5%
COc1ccc(NC(=O)Nc2cccc(C)n2)cc1	10%	4%	0%	7	2%	29%	3	-4%
CC(C)C(=O)N1CCN(c2ccccc2NC(=S)NC(=O)c2cccs2)CC1	5%	-5%	-29%[0.397 µM]	-15	10%	36%	-11	3%
Cc1ccc(NS(=O)(=O)c2ccc3[nH]c(=O)oc3c2)cc1Cl	9%	3%	9%	2	1%	/	4	1%
Cc1ccc(-c2nn(-c3ccc(F)cc3)c3c2cnc2cc(F)c(F)cc23)cc1	-1%	/	0%	/	/	4%	8	/
COC(=O)C1=C(C)N(CCCCCC(=O)O)C(=O)NC1c1ccccc1 (stereo unspecified)	8%	-1%	-4%	23	6%	?	-4	-7%
CCO[C@H]1OC(C(=O)NC2CC2)=C[C@@H](C2CCCCC2)[C@@H]1CCCO	-12%	-5%	-1%	-12	-3%	-6%	-12	14%
O=C(NCCCN1CCCC1=O)c1cccnc1	23%	1%	-7%	19	6%	8%	8	-3%
O=C(CCSc1ccc(F)cc1)NNC(=O)c1ccccc1Cl	3%	2%	12%	1	2%	-24%	0	1%
Cc1nc2oc3ccc(F)cc3c(=O)c2cc1C(=O)O	-18%	-6%	-14%	-13	4%	-7%	5	3%
O=C(Nc1ccc(Br)cc1)c1cnc[nH]1	-12%	-9%	20%	4	12%	-11%	2	4%
O=C(CN1C2=NCCN2c2ccccc21)c1ccco1	5%	5%	0%	-11	5%	11%	-4	1%
CCc1ccc(C(=O)Nc2nc3ccccc3[nH]2)cc1	0%	-29%	-17%	-14	2%	-4%	-2	0%
C=C(C)c1cccc(C(C)(C)NC(=O)N2CCN(C(=O)OCC)CC2)c1	2%	10%	-15%	0	2%	-30%	4	7%
O=C(O)CNC(=O)c1ccc(NC(=O)/C(=C/c2ccccc2)NC(=O)c2ccco2)cc1	1%	-4%	-1%	-3	4%	-9%	10	4%
CN(CCC#N)C(=O)COC(=O)c1cccnc1Nc1ccccc1F	2%	3%	12%	9	6%	2%	7	6%
Cc1nn(-c2ccccc2)c2c1P(=O)(O)/C(=C1\N(C)c3ccccc3C1(C)C)C=N2	1%	1%	-7%	?	-2%	?	-33	-3%
COc1ccc(NC(=O)C2(C)CCCN2C(=O)C(C)C)cc1OC (stereo unspecified)	-5%	2%	-6%	-18	5%	-15%	3	5%
CCn1c(NC(=O)c2cccs2)c(-c2cccs2)c(=O)c2ccccc21	10%	-3%	6%	-10	6%	20%	4	15%
Cc1ccc(O)c(NC(=O)C2=CC(c3cccs3)=NS(=O)(=O)N2C)c1	-16%&17%	-3%	-6%&11%	-16	-4%	-5%&-8%	-8&-4	-3%
O=C(COC(=O)c1cccc(S(=O)(=O)N2CCCCCC2)c1)Nc1ccccc1	23%	2%	?	2	11%	-11%	5	-1%
COc1ccc(NC(=O)Cn2c(=O)c3cccn3c3ccccc32)cc1Cl	-2%	/	6%	/	/	0%	10	/
COc1ccc(NC(=O)c2ccccc2Oc2ccccc2)c(OC)c1	14%	6%	?	7	24%	28%	8	-26%

Of the compounds above, 2 contain a nitro group on carbon.
SMILES	Abeta yeast res	aSyn yeast inh	TDP43 rescue	D3 antag	EPAC2 agonist	FUS yeast rescue	D3 ag	EPAC2 antagonist
O=C(N/C(=C/c1cccc([N+](=O)[O-])c1)C(=O)N1CCCCC1)c1ccco1	5%	-1%	-3%	1	-1%	7%	0	10%
Cc1nc2ccc(NC(=O)c3cc([N+](=O)[O-])cc([N+](=O)[O-])c3Cl)cc2s1	-10%	-29%	?	-68*	4%	/	11	-4%

Sorted by molecular weight (rising): some entries from above.
SMILES	Abeta yeast res	aSyn yeast inh	TDP43 rescue	D3 antag	EPAC2 agonist	FUS yeast rescue	D3 ag	EPAC2 antagonist
COc1ccc(NC(=O)C2(C)CCCN2C(=O)C(C)C)cc1OC (stereo unspecified)	-5%	2%	-6%	-18	5%	-15%	3	5%
CCn1c(NC(=O)c2cccs2)c(-c2cccs2)c(=O)c2ccccc21	10%	-3%	6%	-10	6%	20%	4	15%
O=C(O)CNC(=O)c1ccc(NC(=O)/C(=C/c2ccccc2)NC(=O)c2ccco2)cc1	1%	-4%	-1%	-3	4%	-9%	10	4%
